M1 PAM parental – nonselective calcium activators in parental CHO-K1 cells, primary screen, counter-screen for M1 PAM project, cell-based, Fluo-8 calcium fluorescence, full deck, 1536-well; ATP EC20; 0% at ATP EC20, 100% at ATP max; activation, % at 3 µM; 360,000 compounds, 0.02% hits; AID 602247, 2012;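 active means activation above the run cutoff, the mean activation of all test compounds plus 3 SD, cut at about 40% in these data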;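 further: peak over basal fluorescence ratio in a 140 s read after ATP addition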
CHO-K1 Ca antag – M1 antagonist counterscreen hit in parental CHO-K1 cells; AID 602250; ATP-induced calcium, Fluo-8 fluorescence; 360,000 compounds, 0.6% hits; inhibition, % at 3 µM;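 active means inhibition above a per-plate cutoff, the plate's mean sample inhibition plus 3 SD, cut at about 24% in these data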;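 further: 0% = DMSO plus EC80 ATP and 100% = DMSO alone without ATP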
CHRM4 antagonist – human M4 muscarinic receptor antagonists, primary screen, CHO cells, Fluo-8 calcium fluorescence; Muscarinic acetylcholine receptor M4 (Homo sapiens), P08173; CHO-hM4 cells, ACh EC80; inhibition, % at 3 µM; 360,000 compounds, 0.73% hits; AID 624125, 2012;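 active means inhibition above its plate's cutoff, the mean inhibition of sample wells plus 3 SD, cut at about 27% in these data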;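 further: 0% = acetylcholine EC80 with DMSO and 100% = DMSO without agonist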
Target sequence (P08173 whole entry, looked up): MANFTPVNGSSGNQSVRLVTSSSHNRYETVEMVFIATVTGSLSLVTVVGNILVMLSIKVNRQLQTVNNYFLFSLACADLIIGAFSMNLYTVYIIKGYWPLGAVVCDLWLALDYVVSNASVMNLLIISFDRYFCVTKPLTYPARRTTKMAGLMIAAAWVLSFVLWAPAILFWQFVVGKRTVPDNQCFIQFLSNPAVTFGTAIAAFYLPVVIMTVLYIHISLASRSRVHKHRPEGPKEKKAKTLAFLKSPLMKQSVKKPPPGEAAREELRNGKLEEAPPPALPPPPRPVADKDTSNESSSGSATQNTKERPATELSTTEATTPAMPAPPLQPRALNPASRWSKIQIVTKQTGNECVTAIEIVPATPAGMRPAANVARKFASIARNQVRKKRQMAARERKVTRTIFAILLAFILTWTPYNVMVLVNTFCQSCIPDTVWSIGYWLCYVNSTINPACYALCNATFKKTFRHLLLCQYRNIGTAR
M5 antag – human M5 muscarinic receptor antagonists, primary screen, CHO cells, Fluo-8 calcium fluorescence; Muscarinic acetylcholine receptor M5 (Homo sapiens), P08912; CHO-hM5 cells, ACh EC80; inhibition, % at 3 µM; 360,000 compounds, 0.59% hits;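 active means inhibition above a per-plate cutoff, the mean of that plate's test compounds plus 3 SD, cut at about 27% in these data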;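 further: 0% = acetylcholine EC80 with DMSO and 100% = DMSO without agonist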
Target sequence (P08912 whole entry, looked up): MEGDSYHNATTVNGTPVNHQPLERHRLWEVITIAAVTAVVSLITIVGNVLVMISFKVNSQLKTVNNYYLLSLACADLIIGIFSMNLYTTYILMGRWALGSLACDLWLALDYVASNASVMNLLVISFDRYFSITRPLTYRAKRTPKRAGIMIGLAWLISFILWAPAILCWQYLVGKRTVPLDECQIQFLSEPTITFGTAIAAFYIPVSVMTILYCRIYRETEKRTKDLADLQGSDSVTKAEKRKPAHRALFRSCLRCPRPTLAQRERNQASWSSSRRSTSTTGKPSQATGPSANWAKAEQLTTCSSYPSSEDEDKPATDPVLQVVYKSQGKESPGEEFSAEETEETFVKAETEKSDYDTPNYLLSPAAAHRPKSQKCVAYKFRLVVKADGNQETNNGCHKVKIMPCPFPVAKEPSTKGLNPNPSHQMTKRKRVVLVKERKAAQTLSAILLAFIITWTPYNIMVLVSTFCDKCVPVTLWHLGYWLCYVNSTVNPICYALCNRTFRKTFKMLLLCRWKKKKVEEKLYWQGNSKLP
CHRM4 agonist – human M4 muscarinic receptor agonists, primary screen, CHO-K1 cells, Fluo-8 calcium fluorescence. Muscarinic acetylcholine receptor M4 (Homo sapiens), P08173. CHO-K1 hM4/Gqi5; vehicle 0%, full acetylcholine response 100%. activation, % at 3 µM. 360,000 compounds, 0.14% hits. AID 624127, 2012;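 active means activation above the run mean over all test wells plus 3 SD, cut at about 32% in these data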;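 further: peak over basal fluorescence ratio per well then scaled between controls; 0% = DMSO wells and 100% = acetylcholine at EC100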
M4 PAM – human M4 muscarinic receptor positive allosteric modulators, primary screen, CHO-K1 cells, Fluo-8 calcium fluorescence. Muscarinic acetylcholine receptor M4 (Homo sapiens), P08173. CHO-K1 hM4/Gqi5, ACh EC20; 0% = ACh EC20, 100% = maximal ACh. activation, % at 3 µM. 360,000 compounds, 0.4% hits;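 active means activation above its plate's cutoff, the mean activation of sample wells plus 3 SD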; further: some results filed as inactive read as strong as hits
M5 PAM – human M5 muscarinic receptor positive allosteric modulators, primary screen, CHO-K1 cells, Fluo-8 calcium fluorescence; CHO-K1 hM5, ACh EC20 PAM; 0% = ACh EC20, 100% = ACh EC100; 360,000 compounds, 0.3% hits; AID 624038, 2012; Muscarinic acetylcholine receptor M5 (Homo sapiens), P08912; activation, % at 3 µM;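 active means activation above the run cutoff, the mean activation of all test compounds plus 3 SD, cut at about 18% in these data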
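Replicates: One well per compound, no replicates | System: Human M5 receptor in CHO-K1 cells | Benchmarks: Low control EC20 acetylcholine (0%), high control EC100 acetylcholine (100%) | Probe or stimulus: Acetylcholine, EC20 level | Times: Fluo-8 loading 80 min at 37 °C plus 30 min room temperature | Signal: Intracellular calcium via Fluo-8 fluorescence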
M5 ag – human M5 muscarinic receptor agonists, primary screen, CHO-K1 cells, Fluo-8 calcium fluorescence; CHO-K1 hM5 cells; 0% DMSO wells, 100% maximal acetylcholine response; 360,000 compounds, 0.19% hits; Muscarinic acetylcholine receptor M5 (Homo sapiens), P08912; activation, % at 3 µM;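 active means activation above the run's mean over test compounds plus 3 SD, cut at about 23% in these data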;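 further: signal is peak over basal fluorescence ratio across the kinetic read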
CHO-K1 Ca ag – counter-screen for M1 agonists: effect in parental CHO-K1 cells; 360,000 compounds, 0.48% hits; Fluo-8 calcium fluorescence; scaled to maximal ATP response, vehicle zero; activation, % at 3 µM; AID 602248, 2012; in the data active means activation above about 15%;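 further: untransfected CHO-K1 host cells lacking M1 receptor as counterscreen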
* marks the source's active call; other numbers are inactive results.

SMILES | M1 PAM parental | CHO-K1 Ca antag | CHRM4 antagonist | M5 antag | CHRM4 agonist | M4 PAM | M5 PAM | M5 ag | CHO-K1 Ca ag
O=C(Nc1cccc(Cl)c1Cl)C1CC(=O)N(c2ccc(Br)cc2)C1 (stereo unspecified) | 5.1 | -10.3 | -4.9 | -5.2 | 1.6 | -7.5 | -4.8 | 4.5 | 3.0
O=C(CC1C(=O)NCCN1Cc1ccc(F)cc1Cl)NC1CCCCCCC1 (stereo unspecified) | 3.6 | -12.6 | 5.0 | 8.6 | 3.7 | -4.7 | -1.0 | -0.6 | 1.4
O=C(O)C1NCCc2ccccc21 (stereo unspecified) | 4.0 | -11.0 | 4.1 | -2.5 | 1.2 | -0.1 | 3.3 | -3.7 | 0.1
c1ccc(Cn2nnc3c(NCC4CCCO4)nc(C4CC4)nc32)cc1 (stereo unspecified) | -12.5 | 1.7 | 0.5 | 5.8 | 0.6 | 1.5 | 3.7 | -3.8 | 0.3
O=C(CC(C(=O)O)P(=O)(c1ccccc1)c1ccccc1)c1ccccc1 (stereo unspecified) | -13.8 | 11.5 | 11.1 | 1.9 | 1.1 | -1.5 | -3.1 | 0.1 | -0.4
COc1cc(NS(=O)(=O)c2ccc(NC(=S)NC(C)=O)cc2)nc(OC)n1 | 14.6 | -4.4 | -4.5 | -12.1 | 0.2 | 3.9 | 10.5 | -0.7 | 0.8
O=C(Nc1cccc2ccccc12)C12CC3CC(C1)CC(n1cnc([N+](=O)[O-])n1)(C3)C2 | 1.3 | 0.4 | 0.7 | 0.9 | 2.2 | 4.1 | -3.1 | -0.7 | 0.3
COCC(=O)Nc1ccc(OCc2ccccc2)cc1 | 26.8 | -1.9 | 4.5 | -11.8 | 0.9 | -2.3 | 10.0 | -0.6 | 4.2
CCOc1cc(NC(=S)NCCCN2CCOCC2)c(OCC)cc1NC(=O)c1cccs1 | 15.1 | -0.3 | -6.2 | 1.5 | 0.4 | -3.4 | 4.0 | 0.9 | -0.6
O=[N+]([O-])c1ccc(O)c(Nc2ncnc3ccccc23)c1 | 22.1 | -15.2 | 8.8 | 7.7 | 0.8 | 3.9 | -0.8 | 3.3 | 2.2
COc1ccccc1N1CCN(C2CCCN(Cc3cccc(O)c3)C2)CC1 (stereo unspecified) | 8.6 | 0.6 | 15.5 | 0.2 | 1.8 | 3.9 | 1.5 | 0.1 | 0.5
CSc1c(C#N)c(N)nc2sc(C(=O)c3ccccc3)c(N)c12 | 12.2 | -3.9 | 0.4 | 6.2 | 4.3 | 6.2 | 5.9 | 8.5 | 1.7
O=C(COc1ccc2ccccc2c1)Nc1cccc(C(=O)Nc2ccccc2C(=O)O)c1 | 4.6 | 6.3 | 15.2 | 14.5 | -1.4 | 2.1 | -0.6 | 2.4 | -0.1
Cc1nnc(-c2cnn(C)c2N)n1Cc1ccccc1F | 6.1 | -3.5 | -2.6 | -4.6 | 1.3 | 5.2 | 11.4 | -0.7 | 0.3
Oc1[nH]c2c(Cl)cc(Cl)cc2c1N=NC(=S)NCC1CCCO1 (stereo unspecified) | 20.5 | 0.4 | 9.1 | 1.2 | 1.2 | -3.5 | -2.2 | -1.3 | 9.5
COc1ccc(CC(=O)Nc2ccc(S(=O)(=O)N3CCCC3)cc2)c(OC)c1 | -7.5 | -9.1 | 6.9 | 8.4 | 1.4 | 2.8 | -2.7 | 0.5 | 0.9
Cc1ccccc1Cc1c(C)nc2nc(SCC(=O)NCCCN3CCCCC3)nn2c1C | 0.2 | -2.2 | 15.1 | -0.7 | 2.1 | -21.0 | -3.6 | -8.2 | 0.3
C[C@H](CO)N1C[C@H](C)[C@@H](CN(C)C(=O)Nc2ccccc2F)Oc2cc(Br)ccc2S1(=O)=O | 0.6 | 7.7 | -0.9 | -1.9 | 2.0 | 3.0 | 6.2 | -1.1 | 0.1
Cc1nn(Cc2ccc(F)cc2)c(C)c1NC(=O)c1nn(C)cc1Cl | 9.9 | -6.7 | 5.0 | 3.4 | 1.0 | -6.9 | -4.6 | -0.2 | 0.1
CCc1ccc(NC(=O)Cn2c(=O)n(CCC(=O)NC3CCN(Cc4ccccc4)CC3)c(=O)c3ccccc32)cc1 | 10.0 | -1.7 | 9.7 | 1.6 | -0.4 | -3.8 | 2.2 | -4.3 | 0.1
CCN(CC)CCCNCC(=O)Nc1cc(C)on1 | -16.1 | 5.9 | 4.6 | 5.1 | 0.2 | 2.0 | 3.7 | -1.1 | 0.1
Cc1ccc(N2CC(C(=O)Nc3nnc(SCCC4OCCO4)s3)CC2=O)cc1 (stereo unspecified) | -4.0 | 12.1 | 4.6 | -4.6 | 2.5 | 1.9 | 0.2 | -3.1 | 9.2
COc1ccc(OC)c(C=NNC(=O)c2ccccc2NS(=O)(=O)c2cccs2)c1 | 6.9 | -7.5 | -0.6 | 7.2 | 16.3 | -2.5 | -8.2 | 4.0 | 7.3
COc1ccc(CN2CCCC(CO)(Cc3ccc(F)cc3)C2)c(OC)c1OC (stereo unspecified) | 16.3 | 4.3 | -10.0 | -8.9 | 1.3 | -4.5 | 0.0 | -7.6 | -0.2
COCCN(C(=O)Nc1ccc(OC)cc1OC)C1CCN(C(C)=O)CC1 | 23.8 | -10.0 | -4.0 | -4.9 | 0.2 | 12.6 | 1.9 | -1.9 | 0.5
CCN(CC)C(=O)Cn1nnc(-c2ccc(S(C)(=O)=O)cc2)n1 | 0.9 | -2.9 | -9.6 | -3.5 | 0.8 | -0.4 | 8.8 | -0.6 | -0.3
Cc1ccc(N2CCN(C(=O)c3ccccc3NC(=O)C3CCCCC3C(=O)O)CC2)cc1 (stereo unspecified) | 15.0 | -7.5 | -2.8 | -1.7 | 0.9 | -2.8 | 0.3 | -2.3 | 0.7
CCOc1ccc(C2=Nn3c(nnc3-c3ccccc3)SC2)cc1Cl | 1.5 | 6.3 | 0.8 | -4.5 | 0.2 | 10.9 | 3.5 | -2.6 | 0.2
Cc1ccc(C)c(N2CC(C(=O)OCC(=O)Nc3cc(C)on3)CC2=O)c1 (stereo unspecified) | -5.7 | -4.5 | -22.0 | -7.5 | 3.5 | 1.7 | 12.7 | -1.7 | 0.4
O=C(COC(=O)c1c(F)cccc1F)Nc1cccc(S(=O)(=O)N2CCCCC2)c1 | -5.3 | 2.2 | 2.1 | 8.5 | 15.0 | -6.0 | -7.9 | 5.4 | 7.8
COC(=O)c1ccc(C(=O)OC)c(NC(=O)COC(=O)C2CC2C)c1 (stereo unspecified) | 2.3 | 0.8 | 2.1 | 6.8 | 1.9 | -1.4 | 0.9 | -1.9 | 0.5
O=C(COc1ccccc1Cl)NNC(=O)C1CCCO1 (stereo unspecified) | 18.9 | -5.5 | -0.5 | 2.4 | 0.5 | 10.9 | 3.5 | 2.9 | 6.3
Cc1cccc2cc(COC(=O)C(C)(C)C)c(=O)[nH]c12 | 11.5 | -10.7 | 2.1 | -4.0 | 0.3 | 3.1 | 4.1 | -3.6 | 2.9
Cc1ccc2[nH]c3c(=O)n(CC(=O)NCc4ccco4)ncc3c2c1 | -0.6 | -8.6 | -0.8 | -1.9 | 0.7 | 0.4 | -0.1 | 0.2 | 0.6
CC(=O)N=c1n(C)c2ccccc2n1CCOc1ccccc1 | 14.9 | -14.4 | -1.1 | 8.5 | 1.3 | 3.3 | 0.6 | -1.4 | 0.2
O=C(/C=C/c1ccccc1)NNC(=O)C1CC1 | 18.0 | -9.2 | 9.4 | -2.9 | 1.2 | -1.9 | 2.6 | 2.1 | 2.5
CN(C)CCN1C(=O)c2oc3ccc(F)cc3c(=O)c2C1c1ccncc1 (stereo unspecified) | 12.6 | -9.0 | -12.3 | 1.0 | -0.2 | 4.3 | -4.3 | 0.0 | 0.6
Cc1ccccc1-c1nc(CS(=O)(=O)CC(=O)NC(C)c2ccccc2)c(C)o1 (stereo unspecified) | 7.7 | -12.7 | -16.1 | 3.1 | 8.7 | 7.5 | -1.9 | -1.4 | 3.2
COC(C/C=C/[C@H](O)[C@@H](C)OCc1ccccc1)OC | 5.3 | -14.3 | -1.5 | 4.8 | 0.7 | 10.4 | 6.7 | 4.4 | 0.6
Fc1ccccc1OCCCCCCN1CCCC1 | 16.1 | -35.7 | 6.4 | -1.6 | 3.0 | -8.7 | -4.9 | -5.0 | 1.4

The last four entries of the section above open the next one.
SMILES | M1 PAM parental | CHO-K1 Ca antag | CHRM4 antagonist | M5 antag | CHRM4 agonist | M4 PAM | M5 PAM | M5 ag | CHO-K1 Ca ag
CN(C)CCN1C(=O)c2oc3ccc(F)cc3c(=O)c2C1c1ccncc1 (stereo unspecified) | 12.6 | -9.0 | -12.3 | 1.0 | -0.2 | 4.3 | -4.3 | 0.0 | 0.6
Cc1ccccc1-c1nc(CS(=O)(=O)CC(=O)NC(C)c2ccccc2)c(C)o1 (stereo unspecified) | 7.7 | -12.7 | -16.1 | 3.1 | 8.7 | 7.5 | -1.9 | -1.4 | 3.2
COC(C/C=C/[C@H](O)[C@@H](C)OCc1ccccc1)OC | 5.3 | -14.3 | -1.5 | 4.8 | 0.7 | 10.4 | 6.7 | 4.4 | 0.6
Fc1ccccc1OCCCCCCN1CCCC1 | 16.1 | -35.7 | 6.4 | -1.6 | 3.0 | -8.7 | -4.9 | -5.0 | 1.4
CC(=O)Nc1ccccc1NC(=O)CC(C)(C)C | 15.5 | -0.2 | -3.1 | 1.3 | 0.5 | -0.6 | -1.6 | 1.6 | 0.3
Cc1ccc(C)c(NC(=O)c2ccc3c(c2)N(Cc2ccc(F)cc2)C(=O)CS3=O)c1 (stereo unspecified) | 9.2 | 1.4 | 5.6 | 1.7 | 4.2 | -5.7 | -8.0 | -2.7 | -0.1
CCN(Cc1ccccc1)S(=O)(=O)c1ccc(C(=O)Nc2nnc(C3CC3)o2)cc1 | 14.0 | -2.5 | -18.9 | -1.7 | 4.4 | 8.4 | -6.3 | 3.9 | 1.7
O=C(NC1CCN(Cc2ccccc2)C1)c1cccc(S(=O)(=O)N2CCOCC2)c1 (stereo unspecified) | 1.7 | -3.9 | -0.9 | 1.9 | 0.9 | -1.9 | -3.4 | -6.3 | 1.5
CCOC(=O)N1CCN(C(=O)c2cc3c(-c4cccc(OC)c4)nn(C)c3s2)CC1 | -15.6 | -3.6 | 5.6 | -1.4 | 5.3 | -9.0 | -5.0 | 2.0 | 3.6
Nc1c(N(CCO)C(=O)C2CCCC2)c(=O)[nH]c(=O)n1Cc1ccccc1 | 9.5 | -14.1 | -7.1 | 8.3 | 0.4 | 0.9 | 4.0 | 1.1 | 0.5
O=C(Nc1nncs1)c1cccc(S(=O)(=O)N2CCc3ccccc32)c1 | -5.4 | 5.2 | 2.8 | -1.2 | 1.5 | -5.4 | -11.4 | -4.6 | 1.5

Compound activity as filed in PubChem.
